Source: PubChem BioAssay (National Center for Advancing Translational Sciences (NCATS))
SNCA expr inh = reduces expression of the alpha-synuclein gene; hit rate 0.17% among 140,000; Potency, µM (highest dose often 57.2 µM), without a hit: at the top dose activity change, negative = inhibition, actives largely listed as inhibitors; HEK-293 SNCA-luciferase knock-in, luminescence, 24 h;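 further: potency means the concentration at half of the fitted maximal effect; plate controls were DMSO cells for no effect and cell-free wells for full effect; nearly all actives have a fitted effect of over 45% in size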
HEK293 tox = cytotoxic compounds in HEK 293 cells; HEK 293 viability, ATP luminescence (CellTiter-Glo), 48-72 h; Potency, µM (titrated, usually from 115 µM), for the others: at the top dose activity change, negative = cytotoxicity, actives largely listed as inhibitors; hit rate 6.6% among 94,000; AID 1345083; further: potency means the concentration at half of the fitted maximal effect; nearly all actives have a fitted effect of over 60% in size
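HEK 293 cells seeded at 250 cells/well were exposed to compound for 48 or 72 hr at 37 degree Celsius. Viability taken as ATP content by CellTiter-Glo luminescence.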
FLuc inh = blocks purified firefly luciferase enzyme activity; purified P. pyralis luciferase, luminescence, biochemical; hit rate 2.5% among 76,000; AID 1347043; Potency, µM (doses to about 115 µM), inactives show at the top dose activity change, negative = inhibition, usual class: inhibitors; P08659; further: potency means the concentration at half of the fitted maximal effect; nearly all actives have a fitted effect of over 65% in size
Target sequence (P08659 whole entry, looked up): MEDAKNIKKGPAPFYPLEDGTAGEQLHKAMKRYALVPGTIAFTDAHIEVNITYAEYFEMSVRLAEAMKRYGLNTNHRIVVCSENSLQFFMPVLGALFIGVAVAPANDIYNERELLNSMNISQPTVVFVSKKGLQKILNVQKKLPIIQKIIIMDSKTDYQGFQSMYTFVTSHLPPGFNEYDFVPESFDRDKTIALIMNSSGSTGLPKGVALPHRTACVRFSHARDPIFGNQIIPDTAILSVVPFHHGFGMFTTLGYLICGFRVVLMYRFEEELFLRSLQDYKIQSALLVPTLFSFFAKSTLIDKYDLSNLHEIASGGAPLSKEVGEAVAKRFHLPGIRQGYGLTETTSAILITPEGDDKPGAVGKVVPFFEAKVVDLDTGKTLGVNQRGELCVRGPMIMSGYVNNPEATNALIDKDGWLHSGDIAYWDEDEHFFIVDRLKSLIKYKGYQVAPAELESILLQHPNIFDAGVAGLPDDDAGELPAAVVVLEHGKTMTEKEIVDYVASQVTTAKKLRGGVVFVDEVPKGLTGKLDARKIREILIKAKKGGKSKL
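Cell-free enzyme assay, 10nM P. pyralis luciferase, luciferin and ATP each at 10uM. Inhibition profiled over a 6-point titration, read as luminescence.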
GPT2 inhibitor = inhibitors of human GPT2 alanine aminotransferase; hit rate 0.25% among 100,000; Potency, µM (top dose mostly 57.7 µM), inactives show at the top dose activity change, negative = inhibition, hits mostly inhibitors; Recombinant GPT2, coupled pyruvate oxidase/HRP Amplex Red fluorescence; Q8TD30; further: potency means the concentration at half of the fitted maximal effect; nearly all actives have a fitted effect of over 60% in size; many of its hits are not listed in these tables
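Inhibition is scored from Amplex Red fluorescence generated when pyruvate oxidase and HRP act on pyruvate released by GPT2. Reactions contain 10ng/uL enzyme, 250uM a-KG and 2mM L-alanine and run 30 min at room temperature.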
3T3 cytotox = cytotoxic compounds in NIH 3T3 cells. NIH 3T3 viability, CellTiter-Glo ATP luminescence, 48-72 h. hit rate 4.3% among 94,000. Potency, µM (top dose mostly 96.7 µM), for the others: top-dose activity change, negative = cytotoxicity, actives largely listed as inhibitors; further: potency means the concentration at half of the fitted maximal effect; nearly all actives have a fitted effect of over 55% in size
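Cells were seeded at 400 per well, treated with pin-transferred compound, and kept 48 or 72 hr at 37 °C before CellTiter-Glo addition and luminescence imaging of cellular ATP.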
HEK293 viab = cell viability loss counter-screen; AID 1671193; hit rate 0.12% among 150,000; Potency, µM (doses to about 57.1 µM), without a hit: top-dose activity change, negative = cytotoxicity, hits mostly cytotoxic; HEK-293-SNCA-luc viability, GF-AFC fluorescence, 24 h;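 further: potency means the concentration at half of the fitted maximal effect; 0% = DMSO-treated cells and -100% = medium-only wells without cells; nearly all actives have a fitted effect of over 30% in size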
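HEK-293-SNCA-luc cells (1500/well) plated 24 h, then exposed 24 h to a dilution series; GF-AFC added 30 min at 37C, fluorescence 405/540 nm; normalised to medium-only and DMSO wells, Hill fit.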
IP6K1 inhibitor = inhibitors of human IP6K1; Q92551; IP6K1 kinase, ADP-Glo luminescence, 2 h; stronger effect = lower value; activity change, % (series mostly up to about 58 µM); hit rate 0.81% among 140,000; AID 1645851; in the data active means activity change below about -25%
Target sequence (Q92551 whole entry, looked up): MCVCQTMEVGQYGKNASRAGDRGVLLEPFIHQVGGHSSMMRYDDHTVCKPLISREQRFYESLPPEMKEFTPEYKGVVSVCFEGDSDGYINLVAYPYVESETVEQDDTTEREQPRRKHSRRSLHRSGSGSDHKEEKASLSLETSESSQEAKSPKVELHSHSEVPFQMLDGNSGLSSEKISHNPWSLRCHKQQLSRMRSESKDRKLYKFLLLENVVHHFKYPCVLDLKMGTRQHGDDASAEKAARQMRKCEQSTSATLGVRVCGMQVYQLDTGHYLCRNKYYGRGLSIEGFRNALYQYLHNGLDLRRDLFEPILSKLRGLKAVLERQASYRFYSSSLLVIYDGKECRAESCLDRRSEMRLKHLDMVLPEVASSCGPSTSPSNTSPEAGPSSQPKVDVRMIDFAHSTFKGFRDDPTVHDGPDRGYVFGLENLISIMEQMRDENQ
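ADP-Glo luminescence measures ADP made by human IP6K1 during a 2 h RT reaction with ATP/IP6 (mix at 1.3 mM/130 uM); top library doses 57.5 and 19.1 uM final.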
Active calls of the source: *; i = inactive; ? = inconclusive; . = not tested or not shown; [ ] = remark or other dose. Unless noted, the call rests on the fitted dose curve; in most records, active means well fitted curve in the direction sought with a large enough effect; inconclusive means small, poorly fitted or top-dose-only effect, or another doubt; inactive means no such curve, though single readings can be large; an effect the other way counts as inactive or inconclusive. Unless noted, on the % scale 0 is the no-effect control and ±100 the full control effect.

| Structure | SNCA expr inh | HEK293 tox | FLuc inh | GPT2 inhibitor | 3T3 cytotox | HEK293 viab | IP6K1 inhibitor |
| --- | --- | --- | --- | --- | --- | --- | --- |
| COc1cccc(S(=O)(=O)N2CC(n3cc(C(=O)NCc4ccncc4)nn3)C2)c1 | -11% | -16% | 5% | i | -8% | 0% | 0 |
| O=C1NCCN1C1CCN(Cc2ccc(C(F)(F)F)cc2)CC1 | -24% | -22% | . | i | -18% | -5% | -12 |
| CCN1C(=O)CCC2(C(=O)NCCc3c[nH]c4ccc(OC)cc34)CCCC=C12 (configuration not stated) | -1% | -2% | ? | i | -15% | 2% | 4 |
| CCCOc1cc(C)c2c(c1C)C[C@H]([C@H](C)C(=O)NCCN1CCOCC1)CC2 | ? | ? | -9%[172 µM] | i | ? | 11%[87.6 µM] | 7 |
| CNC(=O)c1cc(C)nc2onc(C3CCCN3C(=O)c3ccc(C)cc3)c12 (configuration not stated) | . | 3% | . | . | -22% | . | -2 |
| O=C(c1cnc(N2CCCCC2)c2ccccc12)N1CCN(c2cccc(Cl)c2)CC1 | -25% | . | . | . | . | -6% | 3 |
| Cc1ccc(CSc2ccc3nnc(CCNS(=O)(=O)c4ccc(C)cc4)n3n2)cc1 | 2% | . | . | . | . | -20% | -2 |
| Cc1ccc(-n2ccnc(NCCc3ccc(S(N)(=O)=O)cc3)c2=O)c(C)c1 | -1% | . | . | . | . | -8% | 0 |
| O=C(NCc1cccc(C(F)(F)F)c1)C1CN(C2CCCCC2)C(=O)N1 (configuration not stated) | -2% | ? | . | -2% | ? | 13%[12.5 µM] | -4 |
| O=C1CCN(C[C@@H](O)COCc2ccccc2)c2ccccc2CN1C1CCCC1 | . | ? | . | . | ? | . | 9 |
| CCO[C@H]1CN(C(=O)c2cccnc2SCCc2ccccc2)C[C@@H]1O | -14% | -6% | 5% | i[11.5 µM] | -2% | -3% | 9 |
| O=C(CCSCc1cccc(F)c1)NCCc1ccccc1 | 71%[activator] | . | . | . | . | 10% | 10 |
| CCc1csc(CNC(=O)c2ccc(N3C[C@@H](C)O[C@@H](C)C3)nc2)n1 | -12% | 1% | -6% | -10% | -6% | 2% | 11 |
| Cc1ccc(C(=O)N2CCC(Cc3nc(-c4ccc(F)cc4)no3)CC2)cn1 | -19% | ? | 0% | 1% | ? | 2% | 12 |
| CCCNC(=O)CSc1nc(-c2ccc(OC)cc2)cc(C(F)(F)F)n1 | -4% | . | . | . | . | -16% | 5 |
| COc1cc(C)ccc1OCC(=O)c1ccc2c(c1)N(CCCC(=O)NCC1CC1)C(=O)CO2 | -6% | ? | 1% | i | -14% | -27% | -5 |
| COc1ccc(NC(=O)c2ccc3c(=O)n4nc(Nc5cc(C)ccc5C)sc4nc3c2)cc1 | -19% | . | . | . | . | -1% | 9 |
| CC(=O)N1CCCC1c1nc2ccccc2n1Cc1cccc(Cl)c1 (configuration not stated) | 51%[activator] | . | . | . | . | -16% | 12 |
| CN1CCC(NC(=O)c2n[nH]c3c2CN(C(=O)c2ccccc2Br)CC3)CC1 | 18% | -4% | 0% | -10% | i | -1% | 0 |
| Cn1ncc2c(C(=O)Nc3cccc(F)c3)cc(-c3ccccc3C(F)(F)F)nc21 | . | ? | . | . | ? | . | 8 |
| CCc1ccc(C(=O)N2CCCN(c3nnc4ccccn34)CC2)cc1 | ? | -11% | -4% | i | -19% | ? | 7 |
| Cc1cc(=O)n(CC(=O)Nc2ccccc2)c(-c2ccccc2)n1 | 6% | ? | 2% | i | -23% | -5% | 6 |
| O=C1NCCCN1C1CCN(Cc2cccc(C(F)(F)F)c2)CC1 | -7%[87.6 µM] | -15%[172 µM] | -2%[172 µM] | i | -15%[138 µM] | -1%[87.6 µM] | 18 |
| COc1ccc(C2Cn3nnc(C(=O)N4CCC(C(=O)NCc5ccccc5)CC4)c3CO2)cc1 (configuration not stated) | 4% | 4% | 5% | i | i | 1% | 1 |
| Cc1cc(C)c(NC(=O)CSc2nnc3[nH]c(=O)cc(C)n23)c(C)c1 | 15% | . | . | . | . | 2% | -2 |
| CCOC(=O)c1ccc(NC(=O)N2Cc3[nH]cnc3C[C@H]2c2nc(-c3ccc4c(c3)OCO4)no2)cc1 | ? | ? | 40µM* | -6% | 28µM* | ? | 84 |
| NC(=O)[C@@H]1C[C@H](Oc2cccnc2)CN1S(=O)(=O)c1ccccc1 | 52%[activator] | -7% | 1% | -7% | 1% | 7% | 5 |
| Cn1c(CNC(=O)CCC[C@@H]2[C@H]3CCCN4CCC[C@@H](CN2Cc2ccccc2)[C@@H]34)nc2ccccc21 | -17% | ? | 0% | i | ? | 11% | 5 |
| O=C(NCCc1ccc(Cl)cc1)c1cc2c(s1)-c1ccccc1OC2 | -11% | . | . | . | . | -1% | 16 |
| COc1cccc(C(=O)N2CCCCCC2c2nnc(C)o2)c1 (configuration not stated) | 6% | 1% | 0% | i | -4% | 1% | -10 |
| O=C1c2oc3ccccc3c(=O)c2C(c2ccccc2)N1Cc1ccc2c(c1)OCO2 (configuration not stated) | -10% | . | . | . | . | 5% | -4 |
| Cc1ccc(C(=O)N2C[C@@H]3CCCN4CCC[C@@H]([C@H]34)[C@H]2CCCC(=O)Nc2ccccc2)cc1 | 13% | -3% | -12% | i | -8% | 0% | -7 |
| CCN1CCN(c2ncnc3c2cnn3-c2ccc(C)c(C)c2)CC1 | 25% | . | . | . | . | ? | 16 |
| CN(c1ccccc1C(=O)O)S(=O)(=O)c1ccc2[nH]c(=O)oc2c1 | 16% | . | . | . | . | 0% | 0 |
| CC(c1nn[nH]n1)n1cc(-c2cc3c(cc2Cl)OCO3)nn1 (configuration not stated) | 6% | i | ? | -3% | 3% | -1% | 6 |
| CCOc1ccc(-c2nc(Cn3ccn4nc(-c5ccc(OCC)c(Cl)c5)cc4c3=O)c(C)o2)cc1 | -4% | . | . | . | . | 6% | 20 |
| O=C(NC1CC(=O)N(c2ccc(Cl)cc2)C1)c1ccc(S(=O)(=O)N2CCCC2)cc1 (configuration not stated) | 2% | . | . | . | . | 4% | 46 |
| CC(=O)N1Cc2ccccc2CC2(CCN(Cc3ccccc3)C2)C1 (configuration not stated) | 21% | -17% | . | i | -4% | -11% | -1 |
| CNC(=O)c1cnc2c(c1)N(C(=O)Cc1cccc(C(F)(F)F)c1)CCC2 | -19%[87.6 µM] | -26%[172 µM] | -13%[172 µM] | -15%[88.5 µM] | ? | -10%[87.6 µM] | 12 |
| CCC1CN(C(=O)N2CCC(C(=O)NCc3ccc(N(C)C)cc3)CC2)c2ccccc2O1 (configuration not stated) | 36%[activator] | . | . | . | . | 25% | 27 |
| O=C(c1cnc(C2CC2)nc1)N1CCC2(CCNCC2CO)CC1 (configuration not stated) | 23% | -6% | 11% | -3% | 3% | 6% | 15 |
| CCOc1ccccc1CNC(=O)c1cc2sc(C)c(CN3CCOCC3)c2[nH]1 | -5% | ? | 2% | i | -28% | -6% | -1 |
| CCCCC1C=CCN1C(=O)c1cc(COc2ccc(F)cc2F)[nH]n1 (configuration not stated) | 10% | ? | 2% | i | ? | -5% | -5 |
| CCn1c(C2CCN(S(=O)(=O)c3ccc(C)cc3)CC2)nn(C)c1=O | 9% | -7% | . | 0% | -29% | 12% | 1 |
| CC1Cn2c(C(=O)NCc3cccc(Br)c3)cc3cccc(c32)S1 (configuration not stated) | ? | . | . | . | . | 19% | 2 |
| O=C(c1n[nH]c2ccccc12)N1CCC(OCCOc2cccnc2)CC1 | -3% | ? | -8% | i | -27% | -7%[12.5 µM] | 42 |
| CCN(CC)CCCNC(=O)CCC(=O)NNc1nc2ccccc2c2nc(C)nn12 | -24% | . | . | . | . | 3% | 1 |
| COc1ccc(CNC(=O)c2nc(-c3ccccc3OC)cc3c2ccn3C)cc1OC | 43%[activator][87.6 µM] | ? | 2%[172 µM] | -50%[88.5 µM] | -27%[138 µM] | -20%[87.6 µM] | -4 |
| Cc1ccc(NC(=O)Cn2c(N3CCOCC3)nc(C)cc2=O)c(Cl)c1 | 38%[activator] | 3% | 13% | i | -8% | 3% | 21 |
| CC(=O)N1CC2(Cc3ccccc31)CN(C(=O)N(C)C)C2 | 19%[87.6 µM] | -11%[172 µM] | -8%[172 µM] | 2%[88.5 µM] | -9%[138 µM] | -1%[87.6 µM] | -4 |

(further entries)
| Structure | SNCA expr inh | HEK293 tox | FLuc inh | GPT2 inhibitor | 3T3 cytotox | HEK293 viab | IP6K1 inhibitor |
| --- | --- | --- | --- | --- | --- | --- | --- |
| O=C(c1cccc(F)c1)N1CCC2(CC1)N=C(c1ccccc1)NO2 | ? | -9% | -25% | -20% | 2% | 0% | 5 |
| CN(Cc1cccc2ccccc12)C(=O)c1cc(CN2CCOCC2)on1 | -10% | 4% | -1% | -19% | 0% | 11% | -6 |
| COc1ccc(-c2noc([C@@H](C)NS(=O)(=O)CC(C)C)c2C(=O)O)cc1 | -6%[87.6 µM] | i | -6%[172 µM] | -2%[88.5 µM] | i | -2%[87.6 µM] | -5 |
| O=C(c1cnn2c1CCCC2)N1CCC(c2[nH]ncc2-c2ccccc2)CC1 | -26% | ? | 11% | -2% | ? | -14% | 4 |
| COc1cc2[nH]c(=O)n(Cc3ccc(C(=O)N4CCN(c5cccc(C)c5C)CC4)cc3)c(=O)c2cc1OC | -18% | . | . | . | . | 0% | -8 |
| Cc1noc(C)c1CC(=O)NC1CCCc2c1[nH]c1c(Cl)cccc21 (configuration not stated) | -28% | ? | -12% | 4% | 20µM* | -9% | -4 |
| CCN(Cc1ccccc1)C(=O)CC1C(=O)NCCN1CCc1ccccc1 (configuration not stated) | 5% | ? | 0% | 4% | ? | -4% | 8 |
| COCc1ccc2c(c1)c(OC(C)(C)C(=O)NCC[S+](C)(=O)[O-])nn2CCC(C)C | 27%[87.6 µM] | -1%[172 µM] | 1%[172 µM] | ? | ? | -8%[87.6 µM] | 4 |
| CN1CCc2cc3c(cc2C(=O)Cc2cc4c(cc2C1)OCO4)OCO3 | . | . | . | i | . | -9% | 16 |
| Cc1nn(C)c2c1c(-c1ccccc1)cc(=O)n2Cc1ccc(F)cc1Cl | -3% | . | . | . | . | 8% | -3 |

Some of the entries above, set out differently:
Values run as follows: SNCA expr inh	HEK293 tox	FLuc inh	GPT2 inhibitor	3T3 cytotox	HEK293 viab	IP6K1 inhibitor
O=C(c1cnn2c1CCCC2)N1CCC(c2[nH]ncc2-c2ccccc2)CC1
→ -26%	?	11%	-2%	?	-14%	4
COc1cc2[nH]c(=O)n(Cc3ccc(C(=O)N4CCN(c5cccc(C)c5C)CC4)cc3)c(=O)c2cc1OC
→ -18%	.	.	.	.	0%	-8
Cc1noc(C)c1CC(=O)NC1CCCc2c1[nH]c1c(Cl)cccc21 (configuration not stated)
→ -28%	?	-12%	4%	20µM*	-9%	-4
CCN(Cc1ccccc1)C(=O)CC1C(=O)NCCN1CCc1ccccc1 (configuration not stated)
→ 5%	?	0%	4%	?	-4%	8
COCc1ccc2c(c1)c(OC(C)(C)C(=O)NCC[S+](C)(=O)[O-])nn2CCC(C)C
→ 27%[87.6 µM]	-1%[172 µM]	1%[172 µM]	?	?	-8%[87.6 µM]	4

Not all compounds are listed; the hit share may differ from the screen's.
